Screening results as filed in PubChem BioAssay.
VLA-4 inh: inhibition in human VLA-4 binding assay, primary screen, VLA-4 allosteric modulator project, MLPCN library, flow cytometry, VLA-4 expressing cells. AID 2557, 2010. actives 0.2% (n = 330,000). ligand binding flow cytometry. inhibition, % (about 7 µM as worked out from the volumes in the protocol); in the data active = inhibition above about 50%
BCLXL inh: inhibitors of human Bcl-xL, primary screen, biochemical, fluorescence polarization, HTS; actives 0.7% (n = 320,000); Bcl-2-like protein 1 (Homo sapiens), Q07817; GST-Bcl-xL / FITC-Bim BH3 peptide fluorescence polarization; inhibition, % at 10.9 µM;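 active = inhibition above the mean of all tested compounds plus 3 SD, cutoff set per campaign, cut at about 30% in these data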;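 note: 0% = DMSO wells and 100% = unlabeled Bim-BH3 peptide competitor; inhibitors lower millipolarization by displacing the labeled peptide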
Target sequence (Q07817 whole entry, looked up): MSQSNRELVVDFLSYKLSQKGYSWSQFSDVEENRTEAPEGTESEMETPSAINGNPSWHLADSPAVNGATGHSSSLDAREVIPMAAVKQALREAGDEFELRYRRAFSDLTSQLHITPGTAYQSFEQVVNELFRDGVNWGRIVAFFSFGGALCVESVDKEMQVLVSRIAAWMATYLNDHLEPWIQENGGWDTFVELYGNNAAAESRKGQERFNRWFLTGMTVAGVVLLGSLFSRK
MCL1-BIM inh: inhibitors of MCL1 binding to BIM-BH3, primary screen, biochemical, fluorescence polarization; GST-MCL1 / FITC-Bim-BH3 fluorescence polarization; inhibition, % at 10.9 µM; AID 2057, 2009; actives 0.68% (n = 320,000);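 active = inhibition above the mean inhibition of all tested compounds plus 3 SD, set per campaign, cut at about 40% in these data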;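 note: 0% = DMSO wells and 100% = unlabeled Bim-BH3 peptide control; higher means more loss of mP so more displacement of Bim peptide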
Target sequence (Q07820 whole entry, looked up): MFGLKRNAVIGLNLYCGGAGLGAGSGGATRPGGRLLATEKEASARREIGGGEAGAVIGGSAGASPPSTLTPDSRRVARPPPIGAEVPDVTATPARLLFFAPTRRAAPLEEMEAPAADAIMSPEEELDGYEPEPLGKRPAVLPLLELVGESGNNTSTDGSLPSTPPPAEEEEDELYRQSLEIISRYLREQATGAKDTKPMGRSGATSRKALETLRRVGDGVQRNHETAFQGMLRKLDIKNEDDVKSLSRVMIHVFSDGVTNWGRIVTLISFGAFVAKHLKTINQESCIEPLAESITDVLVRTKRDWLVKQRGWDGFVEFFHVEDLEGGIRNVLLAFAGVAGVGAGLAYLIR
Fam108B inh: mouse Fam108B serine hydrolase inhibitors, primary screen, counter-screen for RBBP9 inhibitor project, biochemical, fluorescence polarization; recombinant Fam108B, FP-Rh probe fluorescence polarization; inhibition, % at 9.51 µM; actives 0.33% (n = 300,000); AID 1947, 2009;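 active = inhibition above the screen mean inhibition plus 3 SD, computed separately per campaign, cut at about 18% in these data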;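 note: inhibitors lower polarization as less probe binds the enzyme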
GLD-1 TGE inh: GLD-1/TGE RNA complex disruptors, primary screen, biochemical, fluorescence polarization | Female germline-specific tumor suppressor gld-1 (Caenorhabditis elegans), Q17339 | purified GLD-1 + fluorescein TGE RNA | inhibition, % at 5.96 µM | actives 0.44% (n = 320,000) | AID 2280, 2010;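 active = percent inhibition above a per-plate cutoff, the plate mean of test compounds plus 3 SD, cut at about 30% in these data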;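 note: 0% = DMSO wells with GLD-1 and probe and 100% = wells lacking GLD-1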
Target sequence (Q17339 whole entry, looked up): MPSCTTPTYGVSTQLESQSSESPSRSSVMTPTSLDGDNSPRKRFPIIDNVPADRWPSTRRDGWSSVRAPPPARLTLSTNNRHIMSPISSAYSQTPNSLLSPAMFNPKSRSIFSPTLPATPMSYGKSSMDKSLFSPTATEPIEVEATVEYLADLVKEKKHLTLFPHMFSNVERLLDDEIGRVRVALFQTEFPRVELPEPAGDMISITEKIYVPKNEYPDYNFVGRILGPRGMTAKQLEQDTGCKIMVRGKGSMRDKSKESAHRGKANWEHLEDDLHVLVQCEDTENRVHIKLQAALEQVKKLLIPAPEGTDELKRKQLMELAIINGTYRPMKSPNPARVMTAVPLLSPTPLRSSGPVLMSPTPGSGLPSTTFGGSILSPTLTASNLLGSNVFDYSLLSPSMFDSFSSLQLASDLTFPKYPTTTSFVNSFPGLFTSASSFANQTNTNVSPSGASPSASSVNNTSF
GRK2 aptamer HTS: compounds blocking aptamer binding on GRK2 – biochemical, human GRK2, bead flow cytometry, HTS, primary screen | Beta-adrenergic receptor kinase 1 (Homo sapiens), P25098 | FAM-aptamer displacement from GRK2 | inhibition of aptamer binding, % at 10 µM | actives 0.59% (n = 330,000) | AID 488847, 2010;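 active = inhibition of aptamer binding above 40%, roughly 3 SD of noise, on plates passing a quality check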;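 note: median bead fluorescence of bound FAM aptamer so fluorescent compounds give negative values; no value below 0 was filed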
Efflux pump inh: inhibitors of Candida efflux pumps in yeast, primary screen, S. cerevisiae, Nile Red, multiplex | S. cerevisiae Candida pump triplex | inhibition, % at 10 µM | actives 0.44% (n = 330,000) | AID 485275, 2010;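 active = plate passing quality check with inhibition over a set limit, or well fluorescence over plate mean plus 4 SD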;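 note: Nile Red retained in pooled yeast measured as flow cytometry median fluorescence; 0% = buffer negative control and 100% = Enniatin B positive control; higher means more Nile Red kept so more efflux inhibition; some compounds called inactive have numbers as strong as hits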
PME-1 primary: PME-1 inhibitors via competitive probe labeling, primary screen, biochemical, fluorescence polarization, FP-Rh probe, HTS; Protein phosphatase methylesterase 1 (Homo sapiens), Q9Y570; recombinant PME-1; inhibition, % at 5.9 µM; actives 0.53% (n = 320,000); AID 2130, 2009;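 active = inhibition above the campaign mean of all compounds plus 3 SD, cut at about 26% in these data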;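 note: competitive labeling of PME-1 active site by serine hydrolase directed probe; 0% = PME-1 with DMSO and 100% = wells lacking PME-1 enzyme; inhibitors block probe labeling so polarization falls and inhibition rises; many of its hits are not listed in these tables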
MEX-5 binding: MEX-5 zinc finger RNA-binding disruptors – biochemical, C. elegans, fluorescence polarization, MLPCN library, primary screen; activity score (negative = inhibition of binding), % at 10 µM; MEX-5/FITC-TCR2 RNA binding; hits give low values; actives 0.38% (n = 300,000);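 active = inhibition past about -25% in most replicates, and total fluorescence under double the plate's negative control median, limit read from the data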;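 note: 0% = DMSO and -100% = 5 µM competing unlabeled TCR2 RNA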
* marks the source's active call; other numbers are inactive results; · = not tested or not shown. These rows are one share of the data. The share of hits here may be higher or lower than overall.

SMILES | VLA-4 inh | BCLXL inh | MCL1-BIM inh | Fam108B inh | GLD-1 TGE inh | GRK2 aptamer HTS | Efflux pump inh | PME-1 primary | MEX-5 binding
C=CCn1c(SCC(=O)Nc2sccc2C(N)=O)nc2sc(CC)cc2c1=O | -9 | 1 | 3 | 1 | 3 | 1 | -0.1 | -10 | -0.5
CCc1ccc2[nH]c(=O)c(CN(CCN(CC)CC)C(=O)Nc3ccccc3OC)cc2c1 | 7 | 2 | 3 | 5 | -2 | 0 | -0.1 | 3 | 0.2
O=C(OCc1c(-c2ccccc2)ncc2ccccc12)c1ccc(Cl)cc1Cl | -9 | 4 | 5 | · | -7 | 3 | 0.2 | -4 | ·
CN(/N=C/c1ccncc1)c1cnc2ccccc2n1 | -33 | 0 | 1 | 6 | 7 | 0 | 0.1 | 1 | 0.4
CC(C)C(=O)COc1c2occc2cc2ccc(=O)oc12 | 17 | · | · | · | 5 | 4 | 0.1 | · | ·
CC(C)CCN1CCN(Cc2cc(F)ccc2-n2cccn2)CC1CCO (stereo unspecified) | 11 | -2 | -6 | -3 | -10 | 0 | -0.1 | 3 | 2.6
CCc1ccc(C(C(=O)NC2CCCCC2)N(C(=O)c2ccccn2)c2cccnc2)cc1 (stereo unspecified) | -6 | 6 | 4 | 0 | 8 | 0 | -0.1 | -7 | 1.6
OCCNCCCCOc1ccc(OCc2ccccc2)cc1 | 5 | 3 | 7 | 3 | -5 | 3 | -0.1 | -3 | 1.8
CCOC(=O)Cn1ncc2c(=O)oc3ccccc3c21 | 8 | 0 | 13 | 9 | 12 | 0 | 0.0 | 3 | -0.9
CC(=O)Nc1ccc(NC(=O)C(C)OC(=O)C2(c3ccccc3F)CCCC2)cc1 (stereo unspecified) | 18 | 3 | -1 | · | 0 | 0 | 0.0 | -2 | ·
CCOC(=O)CNC(=O)CNC(=O)c1ccc(OC)cc1 | 8 | 3 | 7 | -2 | 0 | 0 | -0.3 | 1 | 1.3
CC(CCc1ccccc1)NC(=O)N1CCOCC1 (stereo unspecified) | 5 | -3 | -5 | 4 | 3 | 0 | 5.1 | 12 | ·
COCCNC(=O)c1csc2c1CCCC2 | -3 | 1 | -4 | -1 | 7 | 0 | 0.0 | 1 | -1.5
O=C1CCC/C=C\C[C@@H](CC(=O)N(CCO)Cc2ccccc2)C(=O)N[C@H](c2ccccc2)CO1 | 9 | · | · | · | -2 | 5 | -0.1 | · | ·
Cc1noc(/C=C/N(C)C)c1S(=O)(=O)N1CCC(C(=O)Nc2ccc(Cl)cc2)CC1 | 26 | -23 | -37 | 3 | -21 | 0 | 0.3 | -6 | 5.1
C/C(=C\C(=O)O)C12CC3CC(CC(C3)C1)C2 | 5 | -1 | -8 | -3 | 0 | 0 | 0.0 | 1 | 0.2
Cc1ccc(S(=O)(=O)NC(=O)c2ccccc2F)cc1 | 5 | 6 | 2 | 3 | 6 | 0 | 0.0 | 0 | -1.9
NC(=O)NC(=O)COC(=O)CCCCCNS(=O)(=O)c1ccc2c(c1)OCCO2 | 1 | -3 | -16 | 2 | 0 | 0 | 0.0 | 2 | 0.0
CCOC(=O)N1CCN(C(=O)c2ccc3nc4ccc(Cl)cc4c(=O)n3c2)CC1 | -11 | -1 | -5 | 0 | -2 | 1 | 0.3 | 0 | 0.0
CCOC(=O)c1c(-c2ccc(C)o2)csc1NC(=O)CN1CCOCC1 | -8 | 3 | 3 | 1 | 0 | 0 | 0.0 | -1 | 2.0
COc1ccc(CCNC(=O)c2cc(-c3cc(Cl)cc(Cl)c3)oc2C)cc1 | 8 | 3 | 1 | -10 | -2 | 1 | 0.1 | 1 | ·
CNC(=O)c1c(NC(=O)c2ccc(S(=O)(=O)N3CCCC3)cc2)sc2c1CCN(C(C)C)C2 | -63 | -83 | -133 | 3 | -101 | 0 | -0.1 | 34* | -0.5
O=C(Nc1ccc(O)c2c(=O)cc(-c3cccc(Cl)c3)oc12)c1cccc(Cl)c1 | -5 | 1 | -1 | 7 | 1 | 2 | 0.1 | -1 | -0.3
O=C(OCc1ccccc1C(F)(F)F)c1cc([N+](=O)[O-])ccc1N1CCOCC1 | 2 | 4 | 6 | 2 | -10 | 0 | -0.2 | 7 | -3.4
COc1ccc(NC(=O)c2cccc3c2C(=O)c2ccc(-c4cnc(OC)nc4)cc2S3(=O)=O)cc1 | 1 | 1 | 11 | · | 6 | 21 | 0.7 | 0 | ·

An excerpt of these results, as tab-separated lines.
structure	VLA-4 inh	BCLXL inh	MCL1-BIM inh	Fam108B inh	GLD-1 TGE inh	GRK2 aptamer HTS	Efflux pump inh	PME-1 primary	MEX-5 binding
Cc1ccc(S(=O)(=O)NC(=O)c2ccccc2F)cc1	5	6	2	3	6	0	0.0	0	-1.9
NC(=O)NC(=O)COC(=O)CCCCCNS(=O)(=O)c1ccc2c(c1)OCCO2	1	-3	-16	2	0	0	0.0	2	0.0
CCOC(=O)N1CCN(C(=O)c2ccc3nc4ccc(Cl)cc4c(=O)n3c2)CC1	-11	-1	-5	0	-2	1	0.3	0	0.0
CCOC(=O)c1c(-c2ccc(C)o2)csc1NC(=O)CN1CCOCC1	-8	3	3	1	0	0	0.0	-1	2.0
COc1ccc(CCNC(=O)c2cc(-c3cc(Cl)cc(Cl)c3)oc2C)cc1	8	3	1	-10	-2	1	0.1	1	·
CNC(=O)c1c(NC(=O)c2ccc(S(=O)(=O)N3CCCC3)cc2)sc2c1CCN(C(C)C)C2	-63	-83	-133	3	-101	0	-0.1	34*	-0.5
O=C(Nc1ccc(O)c2c(=O)cc(-c3cccc(Cl)c3)oc12)c1cccc(Cl)c1	-5	1	-1	7	1	2	0.1	-1	-0.3
O=C(OCc1ccccc1C(F)(F)F)c1cc([N+](=O)[O-])ccc1N1CCOCC1	2	4	6	2	-10	0	-0.2	7	-3.4
COc1ccc(NC(=O)c2cccc3c2C(=O)c2ccc(-c4cnc(OC)nc4)cc2S3(=O)=O)cc1	1	1	11	·	6	21	0.7	0	·

Remaining list, next part:
SMILES | VLA-4 inh | BCLXL inh | MCL1-BIM inh | Fam108B inh | GLD-1 TGE inh | GRK2 aptamer HTS | Efflux pump inh | PME-1 primary | MEX-5 binding
CCNc1nc(SC(C(C)=O)C(C)=O)nc(N(C)C)n1 | 8 | 0 | 6 | 0 | 3 | 3 | 0.0 | -6 | -1.2
O=C(NCCc1ccccc1)C1CCN(S(=O)(=O)c2ccccc2)CC1 | 1 | 3 | 7 | -4 | 3 | 2 | -0.1 | 24 | -0.4
COCCCn1c(=O)c2ccccc2c2ccccc2c1=O | -25 | 9 | -2 | 6 | 2 | 3 | 0.1 | -4 | 0.7
O=C(Cc1ccc(Br)cc1)OCC(=O)N1CCOCC1 | 2 | · | · | · | 3 | 0 | 0.2 | · | ·
CCOC(=O)C1CCCN(Cc2cc(OC)c(O)c(OC)c2)C1 (stereo unspecified) | -2 | 7 | -2 | 0 | 2 | 0 | -0.1 | 4 | -2.3
COc1ccc(CCN2CCC(Nc3nc4ccccc4n3Cc3ccc(F)cc3)CC2)cc1 | 11 | 9 | 11 | -5 | -4 | 0 | 0.1 | 19 | -1.9
Cc1ccc(NC(=O)NCc2ccncc2)cc1Cl | -1 | 5 | -2 | 0 | 0 | 0 | -0.1 | 2 | 0.0
CCCCn1c(SCc2ccc(C(=O)OC)o2)nc2cc(S(N)(=O)=O)ccc21 | -20 | -3 | 6 | 3 | 14 | 2 | 0.1 | 11 | 0.7
c1ccc(-c2nc(NCc3cccs3)c3ccccc3n2)cc1 | -24 | 3 | 6 | -17 | 7 | 0 | 0.1 | -27 | 1.0
C=C(Br)CN1CCN(CC(=C)Br)CC1 | 5 | 9 | 6 | 0 | 4 | 4 | 0.0 | 4 | 1.6
O=S(=O)(Cc1cc(N2CCOCC2)nc(-c2ccccn2)n1)c1ccccc1 | 9 | 4 | 9 | 1 | -1 | 0 | 0.0 | 2 | -0.6
CC(=O)N1CCN(c2ccc(NC(=S)NC(=O)c3ccc(C)c([N+](=O)[O-])c3)cc2)CC1 | -40 | 10 | 9 | 2 | 2 | 1 | 0.1 | 2 | 0.3
Cc1[nH]c(=O)[nH]c(=O)c1S(=O)(=O)Nc1ccc(Cl)c([N+](=O)[O-])c1 | 2 | 7 | 8 | 2 | 3 | 2 | 0.0 | 1 | 0.3
CCCc1nc(SCC(=O)c2ccc(F)cc2)c2ccccc2n1 | -1 | 3 | 4 | -3 | -5 | 3 | -0.1 | -3 | 0.0
Cn1c2ccccc2c2cc(C(=O)NNC(=O)CCl)sc21 | 15 | 4 | 1 | 4 | 4 | 2 | 0.1 | 2 | 3.1
CCc1nnc(NC(=O)CCC(=O)N2CCCC(O)C2)s1 (stereo unspecified) | -3 | 2 | 6 | 5 | 5 | 0 | -0.1 | 5 | -2.2
COc1ccc(C(=O)NCCn2cc(SCC(=O)NCc3ccco3)c3ccccc32)cc1 | 1 | -3 | -1 | 4 | -1 | 3 | 0.1 | 1 | 0.2
Clc1ccc(Oc2nc3c(Cl)cccc3s2)cc1Cl | -2 | 1 | 2 | -1 | 4 | 0 | 0.4 | 2 | 0.8
C=C(C)c1sc(-c2ccccc2)nc1C | 16 | -2 | 5 | 0 | -2 | 0 | -0.1 | -4 | 0.5
CC(=O)N(CN1C(=O)c2ccc([N+](=O)[O-])cc2C1=O)c1cccc(C(=O)O)c1 | 5 | 2 | 0 | 3 | -2 | 2 | 0.0 | -2 | 1.0
CN(C)C(CNc1ncnc2ccccc12)c1c(F)cccc1Cl (stereo unspecified) | 12 | 3 | 2 | 2 | 5 | 6 | 0.0 | -2 | -0.1
Cc1nc2ccc(NC(=O)c3cccc(S(=O)(=O)N4CC(C)OC(C)C4)c3)cc2s1 (stereo unspecified) | 7 | 1 | -4 | 2 | -46 | 6 | 0.0 | -10 | -3.0
CN(C)c1ccnc(Nc2ccc(F)cc2)c1C#N | 23 | 3 | -5 | 3 | 3 | 0 | 0.6 | -2 | -1.0
CCOc1ccccc1NC(=O)COc1cccc(-n2cnnn2)c1 | -5 | -2 | -1 | 3 | -5 | 0 | 0.2 | 0 | 0.6
CC(C)CN(C(=O)COC(=O)c1ccc(Br)cc1)c1c(N)n(Cc2ccccc2)c(=O)[nH]c1=O | -1 | -2 | -1 | -3 | 3 | 0 | 0.2 | -3 | 1.1
Cc1cc(C)cc(-n2ncc3c2CCCC3NC(=O)C2(C(N)=O)CC2)c1 (stereo unspecified) | 5 | -2 | 7 | 4 | 3 | 0 | 0.0 | 7 | -2.8
